D1 agonist: Allosteric Agonists of the Human D1 Dopamine Receptor: qHTS. 360,000 tested, 1% active. D(1A) dopamine receptor (Homo sapiens), P21728. HEK293 T-REx D1 cells, calcium flux, agonist mode. activation, % at 2 µM. AID 504660, 2011; in the data active = activation above about 30%; also: 0% is about no effect
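Agonism was scored from calcium flux recorded over 180 s (1 read/s) after pintool compound addition, following a 10-cycle baseline. Cells were inducible force-coupled HEK293 TREx D1, plated overnight at 30 C and loaded with no-wash calcium dye.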
RXFP1 antagonist: qHTS Assay for Antagonists of the Relaxin Receptor RXFP1; HEK293-RXFP1, relaxin-stimulated cAMP HTRF, 30 min; active compounds read low; Relaxin receptor 1 (Homo sapiens), Q9HBX9; 350,000 tested, 0.59% active; AID 1259400, 2018; activity change, negative = inhibition, % at 57.5 µM;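 active = activity change of -60% or lower, but not beyond a set lower limit; inconclusive = change between -60% and -40%, or beyond the set limit; inactive = change above -40%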; also: % is scaled to controls: 0 for no effect and ±100 for the full control effect
Target sequence (Q9HBX9 whole entry, looked up): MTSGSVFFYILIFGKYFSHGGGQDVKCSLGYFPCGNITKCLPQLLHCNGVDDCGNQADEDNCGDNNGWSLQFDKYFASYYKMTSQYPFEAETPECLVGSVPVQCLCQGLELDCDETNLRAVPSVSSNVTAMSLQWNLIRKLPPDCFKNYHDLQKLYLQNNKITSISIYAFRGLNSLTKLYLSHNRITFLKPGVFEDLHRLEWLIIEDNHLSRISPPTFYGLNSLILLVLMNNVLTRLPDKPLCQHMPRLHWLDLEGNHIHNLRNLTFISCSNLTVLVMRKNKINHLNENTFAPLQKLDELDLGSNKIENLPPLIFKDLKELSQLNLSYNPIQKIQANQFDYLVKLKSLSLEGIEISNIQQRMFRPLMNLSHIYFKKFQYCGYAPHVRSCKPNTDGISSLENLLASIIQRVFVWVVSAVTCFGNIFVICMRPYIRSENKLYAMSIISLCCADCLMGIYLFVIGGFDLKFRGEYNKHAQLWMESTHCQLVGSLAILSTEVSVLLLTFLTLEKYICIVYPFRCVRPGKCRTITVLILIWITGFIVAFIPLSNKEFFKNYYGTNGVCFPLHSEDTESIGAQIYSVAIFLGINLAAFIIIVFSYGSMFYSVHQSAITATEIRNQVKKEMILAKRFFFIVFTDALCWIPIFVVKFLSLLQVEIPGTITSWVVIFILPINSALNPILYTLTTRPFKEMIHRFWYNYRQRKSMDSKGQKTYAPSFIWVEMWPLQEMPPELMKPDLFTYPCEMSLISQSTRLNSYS
D1 antagonist: Antagonist of Human D 1 Dopamine Receptor: qHTS; D(1A) dopamine receptor (Homo sapiens), P21728; HEK293 TREx D1 cells, calcium flux, dopamine EC80; active compounds read low; activity change, negative = inhibition, % at 10 µM; 360,000 tested, 3.2% active; in the data active = activity change below about -30%; also: % is scaled to controls: 0 for no effect and ±100 for the full control effect
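After overnight tetracycline induction at 30 C, force-coupled D1 HEK293 cells took up a no-wash calcium dye at room temperature. Compounds were added and monitored 180 s, and the response to EC80 dopamine was then recorded.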
Glioma ERSR ind: qHTS for Inducers of the Endoplasmic Reticulum Stress Response (ERSR) in Human Glioma: qHTS. U87-MG GRP78 promoter luciferase reporter, 16 h. Potency, µM, without a hit: top-dose activation, most hits filed as activators. 420,000 tested, 0.02% active. AID 602332, 2012; also: potency is read from the fitted curve at half-maximal effect; series mostly up to about 76 µM; % of control where 0% means no effect; nearly all actives have a fitted effect of over 35% in size
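Stably transfected U87-MG glioma cells carrying a GRP78-based luciferase sensor; 16 h compound incubation. Luminescence end-point read 10 min after Bright-Glo addition at room temperature.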
RXFP1 ag: qHTS Assay for Agonists of the Relaxin Receptor RXFP1. 370,000 tested, 0.3% active. AID 2676, 2010. HEK293T-RXFP1 cAMP TR-FRET, 30 min; response scale: percent of porcine relaxin response, buffer zero. Potency, µM (highest dose often 57.5 µM), inactives show at the top dose activation, hits mostly activators. Relaxin receptor 1 (Homo sapiens), Q9HBX9; also: potency is read from the fitted curve at half-maximal effect; % is scaled to controls: 0 for no effect and ±100 for the full control effect; nearly all actives have a fitted effect of over 60% in size; many of its hits are not listed in these tables
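Agonist response is measured as cAMP accumulation in an RXFP1-transfected HEK293T line under PDE4 inhibition. Values are scaled between buffer-only and 29 nM porcine relaxin, and EC50s come from standard Hill equation fits.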
D2 potentiator: HTS Assay for Positive Allosteric Modulators of the Human D2 Dopamine Receptor: Primary Screen for Potentiators; D(2) dopamine receptor (Homo sapiens), P14416; HEK293 T-REx D2, calcium flux, EC20 dopamine potentiation; potentiation, % at 10 µM; 340,000 tested, 0.34% active;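 active = potentiation over 3 SD above the plate norm, cut at about 30% in these data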; also: 0% is about no effect
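Potentiation of an EC20 dopamine calcium response is measured in a force-coupled, tetracycline-inducible Hek293 Trex D2 line. Compound-only kinetic reads over 180 s flag agonists before dopamine addition.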
D1 potentiator: Potentiators of Human D1 Dopamine Receptor: qHTS | HEK293 TREx D1 cells, calcium flux, dopamine EC20 potentiation | potentiation, % at 10 µM | 360,000 tested, 0.036% active | AID 504651, 2011; in the data active = potentiation above about 30%; also: 0% is about no effect
Vif-APOBEC3F blk: qHTS for Inhibitors of Vif-A3F Interactions: qHTS | HeLa A3F-eYFP + Vif (tagged APOBEC3F with the HIV-1 protein that degrades it), YFP fluorescence increase | Potency, µM (series often up to 46.1 µM), for the others: at the highest dose activity, negative = active | 390,000 tested, 0.2% active; also: potency is read from the fitted curve at half-maximal effect; % of control where 0% means no effect; nearly all actives have a fitted effect of over 65% in size
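HeLa cells stably expressing Vif plus C-terminally eYFP-tagged A3F were seeded, incubated overnight at 37 deg C, dosed with compound, incubated overnight again at 37 deg C. Yellow fluorescence (Ex 488/Em 500-530) reported blocked Vif-mediated A3F-eYFP degradation.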
Vif-A3G inh: qHTS for Inhibitors of Vif-A3G Interactions: qHTS. DNA dC->dU-editing enzyme APOBEC-3G (Homo sapiens), Q9HC16. HeLa A3G-eYFP + Vif (tagged APOBEC3G with the HIV-1 protein that degrades it), YFP fluorescence, overnight. Potency, µM (top dose mostly 46.1 µM), without a hit: top-dose activity, negative = active, hits mostly inhibitors. 410,000 tested, 0.076% active;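 also: potency is read from the fitted curve at half-maximal effect; % is scaled to controls: 0 for no effect and ±100 for the full control effect; nearly all actives have a fitted effect of over 60% in size; hits raise eYFP signal because A3G escapes Vif-driven loss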
Target sequence (Q9HC16 whole entry, looked up): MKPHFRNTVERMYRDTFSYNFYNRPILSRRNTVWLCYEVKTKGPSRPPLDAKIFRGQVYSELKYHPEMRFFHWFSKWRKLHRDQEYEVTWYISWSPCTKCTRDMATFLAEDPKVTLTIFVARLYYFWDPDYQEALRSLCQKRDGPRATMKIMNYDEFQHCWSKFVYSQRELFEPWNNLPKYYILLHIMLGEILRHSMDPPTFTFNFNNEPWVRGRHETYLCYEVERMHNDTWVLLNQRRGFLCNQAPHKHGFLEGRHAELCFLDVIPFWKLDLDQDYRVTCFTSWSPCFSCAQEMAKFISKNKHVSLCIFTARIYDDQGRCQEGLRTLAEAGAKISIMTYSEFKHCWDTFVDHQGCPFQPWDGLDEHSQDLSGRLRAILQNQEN
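HeLa cells stably expressing Vif and C-terminally eYFP-tagged A3G, seeded overnight at 37 deg C, then exposed to compound by pintool overnight at 37 deg C. Rise in yellow fluorescence (Ex 488/Em 500-530, Acumen) marks blocked Vif-driven A3G degradation.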
* marks the source's active call; other numbers are inactive results; u = inconclusive; x = no result given; & = joins results of further samples; ! = a repeat was not active. Unless noted, calls follow the shape of the dose curve; as a rule, active = well fitted curve in the direction sought with a large enough effect; inconclusive = small, poorly fitted or top-dose-only effect, or another doubt; inactive = no such curve, though single readings can be large; an effect the other way counts as inactive or inconclusive. This is a subset; the hit share may differ from the screen's.

(1) CCCCOC(=O)CSC1=C(C#N)C(c2ccc3c(c2)OCO3)CC(=O)N1 (configuration not stated)
(2) c1ccc2[nH]c(SCc3ccc(-c4nnco4)cc3)nc2c1
(3) CCN1C(=O)C2(C(C(=O)c3cc4ccccc4o3)=C(O)C(=O)N2CCCN2CCOCC2)c2ccccc21 (configuration not stated)
(4) CC(C)Cn1c(CNC(=O)c2ccccc2)nc2ccccc21
(5) COc1ccccc1N(O)C1CC(=O)N(c2ccc(F)cc2)C1=O (configuration not stated)
(6) O=C(CCCO)NNc1c2ccccc2nc2ccccc12
(7) Cc1cccn2c(Nc3ccccc3)c(-c3ccccn3)nc12
(8) CC(NC(=O)c1ccc(OC2CCN(Cc3ccccn3)CC2)cc1)c1nccs1 (configuration not stated)
Compound	1	2	3	4	5	6	7	8
Vif-A3G inh	0%	5%	1%	0%	-2%	5%	3%	0%
D2 potentiator	6	-4	14	-5	8	-6	-6	x
RXFP1 ag	-0.2%	1.7%	16µM*	-0.6%	0.0%	1.3%	2.7%	0.7%
D1 agonist	1	2	4	3	22	2	4	5
Vif-APOBEC3F blk	0%	6%	11%	x	-1%	-6%	u	-5%
D1 antagonist	7	-7	8	5	-6	-11	12	3
RXFP1 antagonist	-8	5	48	-19	-12	-7	-25	-16
Glioma ERSR ind	1%	0%	-4%	-3%	7%	-9%	1%	-4%
D1 potentiator	1	-1	-2	-2	-2	-2	5	-8

Record cards, as listed above:
c1ccc2[nH]c(SCc3ccc(-c4nnco4)cc3)nc2c1 reads Vif-A3G inh = 5%; D2 potentiator = -4; RXFP1 ag = 1.7%; D1 agonist = 2; Vif-APOBEC3F blk = 6%; D1 antagonist = -7; RXFP1 antagonist = 5; Glioma ERSR ind = 0%; D1 potentiator = -1
Cc1cccn2c(Nc3ccccc3)c(-c3ccccn3)nc12 reads Vif-A3G inh = 3%; D2 potentiator = -6; RXFP1 ag = 2.7%; D1 agonist = 4; Vif-APOBEC3F blk = u; D1 antagonist = 12; RXFP1 antagonist = -25; Glioma ERSR ind = 1%; D1 potentiator = 5
CC(C)Cn1c(CNC(=O)c2ccccc2)nc2ccccc21 reads Vif-A3G inh = 0%; D2 potentiator = -5; RXFP1 ag = -0.6%; D1 agonist = 3; Vif-APOBEC3F blk = x; D1 antagonist = 5; RXFP1 antagonist = -19; Glioma ERSR ind = -3%; D1 potentiator = -2

(more compounds)
(9) Cc1cc(C(=O)OCC(=O)c2cccs2)ccc1[N+](=O)[O-]
(10) CC(=O)N(C1=C(N2CCOCC2)C(=O)c2ccccc2C1=O)c1ccc(C(=O)O)cc1
(11) O=C(NCc1ccccc1Cl)c1ccc(NC(=O)N2CCCCc3ccccc32)cc1
(12) CCOC(=O)c1ccc(NC(=O)C2CCCN(c3cnccn3)C2)cc1 (configuration not stated)
(13) O=C(NCc1ccccc1Cl)C(=O)NCC(c1ccc2c(c1)OCO2)N1CCOCC1 (configuration not stated)
(14) Cc1ccc(N(CC(=O)Nc2ccc(F)cc2)S(=O)(=O)N2CCCC2)cc1
(15) CCCn1c(CCC(=O)Nc2cc(Cl)c(OC)cc2OC)nc2cccnc21
(16) Cc1ccc2cc(CN(Cc3cccs3)Cc3nnnn3CC3CCCO3)c(=O)[nH]c2c1C (configuration not stated)
Compound	9	10	11	12	13	14	15	16
Vif-A3G inh	1%	-11%	-1%	-1%&-1%	-3%	-4%	-3%	2%
D2 potentiator	8	x	8	1	-7	3	2	-4
RXFP1 ag	2.1%	3.1%	-0.5%	-2.1%&1.0%	3.6%	1.5%	0.7%	6.3%
D1 agonist	6	3	3	4&3	0	1	0	0
Vif-APOBEC3F blk	-7%	3%	4%	-9%&-5%	-5%	4%	-2%	2%
D1 antagonist	-18	-1	-2	-14&5	23	5	-2	-9
RXFP1 antagonist	9	-4	x	-61*!	-3	9	-2	-27
Glioma ERSR ind	0%	-13%	0%	20%&1%	-1%	-4%	-5%	-4%
D1 potentiator	-3	-1	1	-1&0	-3	-5	-1	1

(17) Cc1ccc(CNC(=O)C2CCN(S(=O)(=O)N3CCC4(CC3)OCCO4)CC2)cc1
(18) O=C(Nc1nnc2n1CCS2)c1ccccc1C(F)(F)F
(19) CCc1ccccc1NC(=S)Nn1cnnc1
(20) N#CCC1c2ccccc2CCN1C(=O)Nc1cccc(Cl)c1 (configuration not stated)
(21) COc1ccc(S(N)(=O)=O)cc1C(=O)OCC(=O)N1CC(=O)Nc2ccccc21
(22) COc1ccc(N=Nc2cc(OC)c(N)cc2OC)cc1
(23) COc1ccc(Oc2nc3c(c(=O)n(C)c(=O)n3C)n2Cc2ccccc2Cl)cc1
(24) C=CCNC(=O)COC(=O)/C=C/c1cccs1
Compound	17	18	19	20	21	22	23	24
Vif-A3G inh	1%	-2%	x	-2%	0%	3%	3%	-2%
D2 potentiator	10	5	2	-2	x	x	-10	-6
RXFP1 ag	2.1%	2.5%	1.9%	0.0%	1.2%	x	0.2%	1.9%
D1 agonist	0	0	3	11	5	x	-1	2
Vif-APOBEC3F blk	-28%	5%	x	-11%	-20%	1%	-6%	10%
D1 antagonist	-6	1	9	-19	-8	x	-5	5
RXFP1 antagonist	-23	x	x	-10	0	-7	-1	13
Glioma ERSR ind	-4%	-3%	x	-4%	1%	1%	-2%	-4%
D1 potentiator	-3	-3	5	-3	-4	x	-2	-2

(25) CCNC(=S)N(Cc1cc2cc(C)cc(C)c2[nH]c1=O)C1CCCC1
(26) CCOC(=O)C1CCN(C(=O)CN(c2cccc(C(F)(F)F)c2)S(C)(=O)=O)CC1
(27) O=C(CN(CCc1ccccc1)S(=O)(=O)c1ccc(Br)cc1)N/N=C/c1ccc2c(c1)OCO2
(28) O=C1NC(c2ccc(Br)cc2)=N/C1=C/c1ccco1
(29) COc1ccc(-n2c(C)c(C(C)=O)c3cc(OC(=O)COc4ccccc4)ccc32)cc1
(30) Cc1noc(C)c1S(=O)(=O)N1CCC(C(=O)NCCc2ccc(S(N)(=O)=O)cc2)CC1
(31) COc1ccc(NC(=O)C(CC(C)C)NS(=O)(=O)c2ccc3c(c2)CCN3C(C)=O)cc1OC (configuration not stated)
(32) Cc1ccc(S(=O)(=O)c2ccc(Oc3cccc(C)c3)cc2)cc1
Compound	25	26	27	28	29	30	31	32
Vif-A3G inh	0%	0%	-5%	-7%	3%	0%	1%	2%
D2 potentiator	2	-4	6	-28	7	-3	8	4
RXFP1 ag	1.8%	-0.2%	4.0%	-1.9%	-0.7%	-1.0%	0.0%	5.1%
D1 agonist	0	3	2	4	10	1	0	21
Vif-APOBEC3F blk	-1%	x	2%	-31%	2%	-9%	7%	-21%
D1 antagonist	-47*	-5	0	-5	-12	1	-7	-12
RXFP1 antagonist	-6	-2	-2	7	x	7	11	8
Glioma ERSR ind	5%	-5%	1%	0%	-4%	8%	-2%	-5%
D1 potentiator	-4	0	7	-3	-3	-1	0	-9

Overlap with the part before: two compounds, followed by the next part.
(31) COc1ccc(NC(=O)C(CC(C)C)NS(=O)(=O)c2ccc3c(c2)CCN3C(C)=O)cc1OC (configuration not stated)
(32) Cc1ccc(S(=O)(=O)c2ccc(Oc3cccc(C)c3)cc2)cc1
(33) O=C(N/C(=C/c1cccnc1)C(=O)N1CCOCC1)c1ccccc1
(34) CC(Sc1ccccc1)C(=O)N1CCN(S(=O)(=O)c2ccccc2F)CC1 (configuration not stated)
(35) CCCn1cnc2scc(-c3ccc(OC)cc3)c2c1=O
(36) CN(C)S(=O)(=O)c1ccc(N2CCCC2)c(C(=O)NNC(=O)c2ccc(Br)cc2)c1
(37) Cc1c(C(=O)O)sc(S(=O)(=O)N2CCNCC2)c1C(=O)O
(38) CCOC(=O)c1sc(NC(=O)CCN2CCCCCC2)c(C(=O)OCC)c1C
(39) COc1ccc(-c2nc(-c3cccs3)c(-c3cccs3)[nH]2)cc1O
(40) Cc1ccnc(NCc2c(O)ccc3ccccc23)c1
Compound	31	32	33	34	35	36	37	38	39	40
Vif-A3G inh	1%	2%	6%	-3%	-5%	-1%	x	-25%	-28%	-1%
D2 potentiator	8	4	-2	2	0	4	-2	-1	13	1
RXFP1 ag	0.0%	5.1%	0.0%	1.3%	1.4%	3.7%	-1.2%	3.0%	7.8%	-1.5%
D1 agonist	0	21	2	1	0	0	1	3	1	0
Vif-APOBEC3F blk	7%	-21%	-16%	-12%	0%	-16%	x	2%	7%	-1%
D1 antagonist	-7	-12	-1	7	-18	-21	6	78	1	-5
RXFP1 antagonist	11	8	-13	4	-6	2	x	-17	-28	1
Glioma ERSR ind	-2%	-5%	-2%	-5%	3%	-3%	x	7%	-2%	-3%
D1 potentiator	0	-9	-7	-9	-2	2	1	-5	-4	-4

(41) O=C(CCNC(=O)c1ccccc1Cl)NCC(c1ccco1)N1CCCC1 (configuration not stated)
(42) O=C(Cc1c(F)cccc1Cl)Nc1ccccc1-c1ccccc1
(43) CCCCCC(=O)Nc1ccc(N2CCN(S(C)(=O)=O)CC2)cc1
(44) COC(=O)c1c(NC(C)=O)sc(C(=O)Nc2ccccc2F)c1C
(45) O=C(N=C1c2ccccc2CN1c1ccc(F)c(F)c1)c1cccnc1
(46) Cc1ccc2[nH]c3c(NCCCN4CCCC4=O)ncnc3c2c1
Compound	41	42	43	44	45	46
Vif-A3G inh	0%	-1%	2%	-3%	-5%	-1%
D2 potentiator	5	3	1	-2	x	-6
RXFP1 ag	2.4%	-3.8%	0.0%	u	-0.6%	-1.4%
D1 agonist	0	3	0	2	5	1
Vif-APOBEC3F blk	-4%	-15%	0%	-2%	-2%	-4%
D1 antagonist	-8	-5	6	7	8	-6
RXFP1 antagonist	-3	-18	-15	14	-17	-16
Glioma ERSR ind	-2%	-4%	4%	0%	7%	3%
D1 potentiator	-14	6	-1	3	0	4

Compound activity (PubChem BioAssay)
